LGR2 antag: Drosophila LGR2 receptor signaling inhibition; HEK293 LGR2, CRE-luciferase, bursicon-stimulated, 4 h; inhibition, % at 9.99 µM; actives 0.35% (n = 380,000);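 active = drop in luminescence signal, shown as inhibition above about 50% in the replicate tests, limit read from the data, passing the limit was not always enough; inconclusive = probably only some replicates passing the limit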;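 note: agonist challenge used bursicon conditioned medium at about half maximal strength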
INS-1E GSIS act: GLuc luminescence reporter in INS-1E cells, primary screen for activators of glucose-dependent secretion of insulin; AID 743287; actives 0.61% (n = 370,000); INS-1E GLuc reporter insulin secretion, 2-3 h; activation, % at 16.6 µM;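 active = lowest replicate activation of at least 40%, so every replicate reaches that level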;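 note: 0% = median of neutral control wells and 100% = median of IBMX positive control wells; some compounds called inactive have numbers as strong as hits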
PAX8 inh HTS: PAX8 transcriptional activity inhibition; RMG-I TPO-luciferase reporter, SteadyGlo, 24 h; inhibition, % at 12.6 µM; actives 1.2% (n = 360,000);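 active = mean replicate inhibition at least 60% with every replicate also reaching 60%; inconclusive = only one of the two criteria is met; inactive = mean below 60% and not all replicates reaching 60%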;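 note: luciferase light reporting Pax8 driven TPO promoter activity; plate controls were median of neutral control wells for no effect and mitoxantrone controls for full effect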
PGC1a acetyl inh: modulators of PGC1a acetylation; U2OS PGC1a acetylation, AlphaScreen anti-acetyl-lysine; with virally co-expressed GCN5 acetyltransferase; inhibition, % at 15.6 µM; actives 0.17% (n = 350,000);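 active = every replicate shows inhibition of at least 40%; inconclusive = mean inhibition at least 40% but some replicate below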;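 note: 0% = neutral control wells and 100% = positive control wells; some results beyond the cut were filed as inactive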
Cneo AK release: causes C. neoformans cell lysis; adenylate kinase release luminescence, 4 h; normalised: neutral wells 0, clomiphene wells 100; lysis activity, % at 15 µM; actives 0.2% (n = 360,000); AID 651654;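 active = mean lysis activity across replicates of at least 80%, whatever share of replicates individually reach that level; inactive = mean lysis activity below 80%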
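read-out = cell lysis signal | test system = log-phase Cryptococcus neoformans yeast cells | input = cells at 5 × 10^6 per mL | medium = fresh YPD growth medium | signal = luminescent adenylate kinase detection reagent | timing = 4 h at 37 °C static, read 1 h later | dosing = single dose | controls = Clomiphene as positive lysis control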
ARNT-TACC3 inh: disrupts binding between human ARNT and TACC3 | Q9Y6A5 | AID 623870 | actives 0.66% (n = 390,000) | inhibition, % at 9.99 µM | AlphaScreen His-ARNT PAS-B/GST-TACC3 binding, luminescence; TACC3 fragment carries E629A point mutation;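 active = mean inhibition of replicates at least 50% and at least half of replicates each reaching 50%; inconclusive = half or more replicates reach 50% but mean below 50%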;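 note: 0% = complete ARNT plus TACC3 wells and 100% = ARNT alone without TACC3; many hits fall short of the cut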
PglD inh: PglD (C. jejuni) enzyme inhibition | purified PglD enzyme, DTNB colorimetric CoA detection | inhibition, % at 12.5 µM | actives 0.098% (n = 360,000); in the data active = inhibition above about 16%, passing the limit was not always enough; inconclusive = no clear call, values can overlap the other calls; note: strong numbers were not always called active
Statin myotox sup: suppression of simvastatin myotoxicity. actives 0.78% (n = 330,000). C2C12 myotubes + simvastatin, ATP luminescence, 48 h; scaled: DMSO 0, geranylgeraniol control 100. rescue of ATP level, % at 7.49 µM. AID 602340;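 active = mean ATP rescue above about 67%, or every replicate alone reaching that limit, limit read from the data, passing the limit was not always enough; inconclusive = no clear call, values can overlap the other calls; inactive = mean under the limit and some replicate under it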;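 note: myotubes were challenged with 10 µM simvastatin during compound exposure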
* hit, by the source's call; ? = inconclusive; nt = not tested or not shown; & = joins results of further samples.

1	Cc1nc(N2CCN(S(=O)(=O)c3ccccc3)CC2)c2cc(-c3ccccc3)sc2n1
2	O=C(CN(C(=O)c1csnn1)c1ccc(Cl)cc1)NCCc1ccccc1
3	COCC(=O)Nc1ccc2c(c1)C(=O)N(C)C[C@@H](OC)[C@H](C)CN(C(C)=O)[C@H](C)CO2
4	Clc1ccc(-c2nnc3sc(Cc4cccs4)nn23)c(Cl)c1
5	Cc1ccc(C(=O)N2c3ccccc3OCC2C)cc1 (stereo not drawn)
6	CC(=O)c1nn(-c2ccc(Br)cc2)cc1C(=O)c1ccco1
screen / no.	1	2	3	4	5	6
LGR2 antag	nt	-14	13	nt	-2	nt
INS-1E GSIS act	nt	4	4	nt	2	nt
PAX8 inh HTS	nt	-15	nt	-5	12	-1
PGC1a acetyl inh	6	nt	1	2	0	-5
Cneo AK release	0	-1	-1	1	0	0
ARNT-TACC3 inh	8	-5	-3	-11	-7	-3
PglD inh	2	-3	2	-4	0	-2
Statin myotox sup	8	0	10	24	2	6

7	Cc1c(CCC(=O)NCCCN2CCCC2=O)c(=O)oc2c(C)c(O)ccc12
8	Cc1ccc(S(=O)(=O)N(CC(=O)NN=C2CCN(C)CC2)c2ccc(F)cc2)cc1
9	O=C(NCC(=O)N(c1ccccc1)C(C(=O)NC1CCCC1)c1ccncc1)c1cccs1 (stereo not drawn)
10	Cc1noc(C)c1NC(=O)Nc1ccc2c(c1)C(=O)N([C@H](C)CO)C[C@H](C)[C@@H](CN(C)C(=O)NC1CCCCC1)OCCCC[C@H](C)O2
11	CCCn1nc(C(=O)NNC(=O)CSC(C)C(=O)Nc2cc(C)on2)c2ccccc2c1=O (stereo not drawn)
12	COC(=O)C1=C(C(=O)OC)[C@@H]2N(Cc3ccccc3)c3ccccc3[C@@]23C[C@@H](CO)N(C(=O)NC2CCCC2)C3=N1
screen / no.	7	8	9	10	11	12
LGR2 antag	-6	6	6	3	-11	-3
INS-1E GSIS act	9	6	-3	1	-10	1
PAX8 inh HTS	nt	-7	0	-6	-59	-11
PGC1a acetyl inh	-3	3	nt	1	8	1
Cneo AK release	4	-2	1	-8	1	-1
ARNT-TACC3 inh	-5	-5	-2	-12	-1	7
PglD inh	4	8	4	2	1	-1
Statin myotox sup	14	nt	-8	nt	nt	2

13	CC(C)(C)NC(=S)N/N=C/c1cc(Br)c(O)c(Br)c1
14	COCCCNC(=O)C[C@H]1C[C@H](C(=O)N2CCCCC2)[C@@]2(CCc3ccccc3)c3[nH]c4ccc(Cl)cc4c3CCN2C1=O
15	C[C@H]1CN([C@@H](C)CO)C(=O)c2cc(C3=CCCCC3)cnc2O[C@H]1CN(C)C(=O)c1ccccn1
16	C/C(=N/NC(=O)C1CCCC1)c1ccc(NC(=O)C(F)(F)F)cc1
17	CCc1ccc2cc3c(cc2n1)C(=O)c1ccccc1-3
18	C[C@H]1CCCCO[C@H](CN(C)C(=O)NC2CCCCC2)[C@@H](C)CN([C@@H](C)CO)C(=O)c2cc(NC(=O)Cc3ccccc3)ccc2O1
screen / no.	13	14	15	16	17	18
LGR2 antag	5	27	9	4	2	23
INS-1E GSIS act	-23	-9	7	28	32	-31
PAX8 inh HTS	-28	-10	-25	nt	-115	nt
PGC1a acetyl inh	nt	4	6	nt	-26	-7
Cneo AK release	nt	2	-2	-2	1	4
ARNT-TACC3 inh	13	1	-9	-3&-8	nt	4
PglD inh	nt	0	-2	1&-6	10	0
Statin myotox sup	nt	8	?	3	-14	nt

19	C[C@H]1CN([C@@H](C)CO)C(=O)CCCn2cc(nn2)CO[C@H]1CN(C)Cc1ccccc1
20	CC(=O)O[C@H]1CC[C@H]2[C@@H]3CCc4cc(O)ccc4[C@H]3CC[C@]12C
21	O=S(=O)(N[C@@H]1CC[C@H](CCn2cc(-c3cccnc3)nn2)O[C@H]1CO)c1ccc(Cl)cc1
22	Nc1ccc(C(=O)NN2C(=O)[C@H](Cl)C2c2ccc(Cl)cc2)cc1 (stereo partly drawn)
23	C[C@H](CO)N1C[C@H](C)[C@@H](CN(C)C(=O)CCC(F)(F)F)OCCCC[C@H](C)Oc2ccc(NS(=O)(=O)c3cn(C)cn3)cc2C1=O
24	CCC(=O)N(C)C[C@H]1Oc2cc(C#CCOC)ccc2S(=O)(=O)N([C@@H](C)CO)C[C@H]1C
screen / no.	19	20	21	22	23	24
LGR2 antag	3	nt	1	-11	-2	2
INS-1E GSIS act	10	nt	21	-7	5	9
PAX8 inh HTS	nt	nt	1	-5	-17	nt
PGC1a acetyl inh	6	21	0	nt	14	-3
Cneo AK release	-21	1	-4	nt	-2	-1
ARNT-TACC3 inh	-2	1	6	-6	-14	3
PglD inh	-1	1	-1	nt	0	1
Statin myotox sup	4	-10	8	nt	nt	7

25	COCC(=O)Nc1ccc2c(c1)C(=O)N(C)C[C@@H](OC)[C@@H](C)CN(Cc1cccnc1)[C@H](C)CO2
26	COc1ccc(NC(C)=O)cc1NC(=O)CN1CCN(S(=O)(=O)c2ccc(C(C)C)cc2)CC1
27	O=C(CSCc1ccc(Cl)cc1)Nc1ccc(S(=O)(=O)N2CCCCCC2)cc1
28	CC1(C)CC(O)C(C)(C)N1O (stereo not drawn)
29	COC(/C=C/Nc1ccc(OC)cc1)=C(C#N)C#N
30	CC(=O)Nc1ccc(S(=O)(=O)NCCC(=O)OCC(=O)NNC(=O)c2ccccc2)cc1
screen / no.	25	26	27	28	29	30
LGR2 antag	-3	17	8	nt	10	17
INS-1E GSIS act	10	26	-19	nt	13	12
PAX8 inh HTS	-2	nt	-3	-1	nt	4
PGC1a acetyl inh	-7	-5	1	-4	5	-5
Cneo AK release	1	4	0	0	-2	nt
ARNT-TACC3 inh	-10	-10	-4	0	6	-4
PglD inh	2	2	5	2	13	nt
Statin myotox sup	-1	nt	-19	-8	7	nt

31	C[C@H](CO)N1C[C@H](C)[C@H](CN(C)Cc2ccc3c(c2)OCO3)Oc2ncc(-c3cccc(C(F)(F)F)c3)cc2C1=O
32	CCC(=O)N1C[C@H](C)[C@@H](OC)CN(C)C(=O)c2ccc(NC(=O)NC(C)C)cc2OC[C@H]1C
33	CCCCN(C(=O)c1cc2c(s1)CCCCC2)c1c(N)n(CCC)c(=O)[nH]c1=O
34	CCC(C)NC(=O)Cn1nc(C(F)(F)F)c2c1CCCC2 (stereo not drawn)
35	C[C@@H]1CN([C@@H](C)CO)C(=O)c2cc(NC(=O)NC3CCCCC3)ccc2O[C@@H](C)CCCCO[C@@H]1CN(C)Cc1ccc(C(F)(F)F)cc1
36	Cc1cc(C)n(CC(O)COc2ccc(C(C)C)c(C)c2)n1 (stereo not drawn)
screen / no.	31	32	33	34	35	36
LGR2 antag	-21	-5	-15	nt	15	-1
INS-1E GSIS act	-17	3	16	nt	-5	3
PAX8 inh HTS	nt	16	-9	nt	9	-18
PGC1a acetyl inh	1	-7	nt	-12	-4	4
Cneo AK release	2	0	3	0	0	2
ARNT-TACC3 inh	nt	-6	nt	25	-8	-5
PglD inh	2	2	5	-3	0	7
Statin myotox sup	-8	5	1	0	nt	-14

37	O=C1C2C3C=CC(CC3)C2C(=O)N1/N=C/c1c(O)ccc2ccccc12 (stereo not drawn)
38	C[C@H]1CN([C@@H](C)CO)C(=O)c2cccc(NC(=O)NC3CCCCC3)c2O[C@H]1CN(C)Cc1ccc(-c2ccccc2)cc1
39	CCCCOc1ccc(S(=O)(=O)Nc2cccnc2)cc1
40	O=C(C[C@H]1CC[C@H](NC(=O)Nc2ccc3c(c2)OCO3)[C@H](CO)O1)NCc1ccc(Cl)cc1
41	COc1cc(N=C2C(=O)N3c4c(cccc42)C(C)=CC3(C)C)cc(OC)c1
42	OCc1ccccc1OCCCN1CCC(Cc2ccccc2)CC1
screen / no.	37	38	39	40	41	42
LGR2 antag	5	8	nt	-4	10	-9
INS-1E GSIS act	-6	-28	nt	8	-17	-36
PAX8 inh HTS	-1	nt	nt	-13	6	1
PGC1a acetyl inh	nt	-3	4	10	14	-5
Cneo AK release	nt	-1	-1	2	0	3
ARNT-TACC3 inh	5	4	-11	5	-17	3
PglD inh	nt	1	0	3	13	-5
Statin myotox sup	nt	-4	1	-10	nt	4

43	Fc1ccc(C2NCCn3cccc32)cc1 (stereo not drawn)
44	CCNC(=O)c1cc2c(c(-c3cccc(-c4cccc(C(=O)N(C)C)c4)c3)n1)[C@H](CCO)N(S(=O)C(C)(C)C)C2 (stereo partly drawn)
45	Cc1ccccc1OCC(=O)Nc1ccccc1CO
46	O=C1C[C@H](c2ccc(O)cc2)Oc2cc(O[C@@H]3O[C@H](CO)[C@@H](O)[C@H](O)[C@H]3O)cc(O[C@@H]3O[C@H](CO)[C@@H](O)[C@H](O)[C@H]3O)c21
47	CC(C)CC1C(=O)N(Cc2cn(CCC3OCCO3)nn2)CCS(=O)(=O)N1Cc1ccc(-c2ccncc2)cc1 (stereo not drawn)
48	CC(Sc1ccc(Cl)cc1)C(=O)N(C)CC(=O)Nc1ccc(N2CCOCC2)cc1 (stereo not drawn)
screen / no.	43	44	45	46	47	48
LGR2 antag	nt	-11	nt	-16	-11	9
INS-1E GSIS act	nt	-13	nt	11	4	-24
PAX8 inh HTS	nt	10	nt	1	-1	17
PGC1a acetyl inh	-6	-27	-1	4	11	nt
Cneo AK release	2	1	-6	0	0	nt
ARNT-TACC3 inh	2	nt	-10	1	nt	-1
PglD inh	-13	4	-4	6	3	nt
Statin myotox sup	-4	-4	-5	4	-18	nt

49	Cc1ccc(C(=O)C(C)OC(=O)Cn2[nH]c(=O)c3ccccc3c2=O)cc1 (stereo not drawn)
50	COc1ccc(OCC(=O)Nc2ccc(NC(=O)c3ccco3)cc2)cc1
51	COc1ccc2c(CC(=O)Nc3c(C)n(C)n(-c4ccccc4)c3=O)coc2c1
52	CCOc1ccc(C(=O)NC(=S)Nc2ccccc2OC)cc1[N+](=O)[O-]
53	COc1cc2c(cc1NC(=O)Nc1ccc(C)cc1)oc1ccccc12
54	COc1ccc(NC(=O)N[C@H]2CC[C@@H](CCn3cc(-c4ccccn4)nn3)O[C@H]2CO)cc1
screen / no.	49	50	51	52	53	54
LGR2 antag	-1	nt	nt	7	nt	-8
INS-1E GSIS act	25	nt	nt	10	nt	10
PAX8 inh HTS	9	nt	nt	-15	nt	2
PGC1a acetyl inh	nt	14	1	nt	nt	-2
Cneo AK release	-2	1	0	nt	-15	7
ARNT-TACC3 inh	-7	-13	-3	-2	2	65*
PglD inh	-5	0	0	nt	4	-5
Statin myotox sup	nt	12	5	nt	-37	7

An excerpt from above in order of the ARNT-TACC3 inh value, ascending.
| no. | structure | ARNT-TACC3 inh |
| --- | --- | --- |
| 39 | CCCCOc1ccc(S(=O)(=O)Nc2cccnc2)cc1 | -11 |
| 32 | CCC(=O)N1C[C@H](C)[C@@H](OC)CN(C)C(=O)c2ccc(NC(=O)NC(C)C)cc2OC[C@H]1C | -6 |
| 24 | CCC(=O)N(C)C[C@H]1Oc2cc(C#CCOC)ccc2S(=O)(=O)N([C@@H](C)CO)C[C@H]1C | 3 |

New compounds follow
55	CC(=O)Nc1ccccc1OCc1nnc(-c2ccc(Cl)cc2)o1
56	Cn1c(-c2ccc3c(c2)OCO3)cnc1NCc1ccccc1Cl
57	COC(=O)C1=C(C)N=C2SCCC(=O)N2C1c1cccs1 (stereo not drawn)
58	COc1cccc(NC(=O)CSc2nnc(-c3cc(C)[nH]n3)n2N)c1
screen / no.	55	56	57	58
LGR2 antag	-40	-10	nt	0
INS-1E GSIS act	-2	-4	nt	6
PAX8 inh HTS	-21	-79	nt	-7
PGC1a acetyl inh	8	nt	2	9
Cneo AK release	0	nt	0	-2
ARNT-TACC3 inh	-4	0	-17	-15
PglD inh	-2	nt	1	11
Statin myotox sup	8	nt	8	2
